Screening data (PubChem BioAssay)
PPARg SRC3 recr – promotes SRC-3 coactivator recruitment by human PPARgamma. activation, % at 8 µM. P37231. biochemical PPARgamma/SRC-3 coactivator recruitment assay. 200,000 compounds, 0.26% hits. AID 731; in the data active = activation above about 23%;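 note: 0% = DMSO and 100% = reference agonist; some compounds past the cut are filed as inactive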
Target sequence (P37231 whole entry, looked up): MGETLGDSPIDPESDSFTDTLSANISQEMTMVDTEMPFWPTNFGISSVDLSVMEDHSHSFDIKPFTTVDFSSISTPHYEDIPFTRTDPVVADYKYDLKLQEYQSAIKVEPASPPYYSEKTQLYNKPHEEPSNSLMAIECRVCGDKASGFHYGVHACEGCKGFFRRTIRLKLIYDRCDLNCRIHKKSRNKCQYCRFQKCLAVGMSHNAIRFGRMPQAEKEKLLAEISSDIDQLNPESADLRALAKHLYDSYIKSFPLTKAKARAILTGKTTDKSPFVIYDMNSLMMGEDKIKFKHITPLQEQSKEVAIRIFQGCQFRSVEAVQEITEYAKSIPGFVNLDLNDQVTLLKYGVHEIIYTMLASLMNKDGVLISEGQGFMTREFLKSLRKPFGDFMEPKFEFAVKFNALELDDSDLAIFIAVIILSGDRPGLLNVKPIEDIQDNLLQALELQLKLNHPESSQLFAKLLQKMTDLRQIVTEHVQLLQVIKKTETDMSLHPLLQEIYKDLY
PPARg SRC1 recr – promotes SRC-1 coactivator recruitment by human PPARgamma. PPARgamma-SRC-1 coactivator recruitment biochemical assay. activation, % at 8 µM. 200,000 compounds, 0.41% hits; in the data active = activation above about 19%;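 note: 0% = DMSO and 100% = reference agonist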
TLR4-MyD88 BLA – inhibitors of human TLR4-MyD88 binding; AID 861; 200,000 compounds, 0.18% hits; HeLa CL3-4 TLR4/MyD88 BLA complementation, FRET ratio; inhibition, % at 8.4 µM; O00206+Q99836; in the data active = inhibition above about 25%;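 note: 0% = vehicle and 100% = reference inhibitor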
Lmaj promast – Leishmania major promastigote growth inhibition; Leishmania major promastigotes, resazurin fluorescence viability; inhibition, % at 10 µM; 200,000 compounds, 9% hits; AID 1063; in the data active = inhibition above about 50%;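 note: promastigotes grown with compound for 44 hours at 28 °C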
SRC2 TRFRET art – flags TR-FRET format artefacts in PPARgamma SRC-2 recruitment agonist screen. TR-FRET artefact counter-screen; stronger effect = higher value. TR-FRET ratio at 8 µM. 200,000 compounds, 0.4% hits; in the data active = TR-FRET ratio above about 2000; note: inactives centre near 1500; reference of the scale not given here
DTT redox prof – compounds producing H2O2 with reducing agent – biochemical, NIH compound library profiling, artefact control for MLSCN library redox annotation, primary screen; DTT-dependent redox cycling H2O2, phenol red/HRP absorbance; 100% = 100 µM peroxide control, 0% = buffer; activation, % at 10 µM; 200,000 compounds, 0.03% hits; AID 878;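 active = activation of at least 50% relative to the plate's high and low controls in the primary single-dose screen; inactive = activation below 50%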;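 note: compound incubated with DTT at 0.8 mM final as the reducing agent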
S1P3 antag – blocks the human S1P3 receptor. CHO S1P3 NFAT-BLA reporter, FRET fluorescence, antagonist mode. inhibition, % at 4.98 µM. 170,000 compounds, 0.27% hits. AID 485;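 active = inhibition above the plate cutoff, the mean inhibition of test wells on that plate plus 3 SD, cut at about 28% in these data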;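 note: cells challenged with S1P at its EC80 of 0.8 µM; blue over green emission ratio from cleaved BLA substrate after 4 h stimulation; 0% = S1P-stimulated wells and 100% = unstimulated DMSO-only wells; some compounds past the cut are filed as inactive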
bIAP inh – intestinal alkaline phosphatase (bovine) inhibition; purified bovine IAP, CDP-star luminescence, 30 min; inhibition, % at 20 µM; 190,000 tested, under 10 active;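 active = over 50% inhibition of intestinal alkaline phosphatase at 20 µM in the single-dose screen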
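System: purified bovine intestinal alkaline phosphatase (IAP) enzyme; Input: IAP diluted 1/65,000,000 in the well; Measured by: CDP-star luminescence signal; Compound dosing: 20 µM single dose; Incubation: 30 min reaction at room temperature.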
PPARg SRC-2 ag – agonists of SRC-2 recruitment by human PPARgamma | P37231 | PPARgamma LBD-SRC-2 recruitment, biochemical | AID 1032 | 200,000 compounds, 0.34% hits | activation, % at 8 µM; in the data active = activation above about 22%;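 note: 0% = vehicle and 100% = reference agonist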
ROMK mod – human ROMK K+ channel modulation, primary screen; 130,000 compounds, 2% hits; Tet-inducible ROMK, thallium flux fluorescence; actives lie on both sides; B-score at 10 µM;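 active = signal ratio slope over the read window, or its plate-corrected B-score, at least 3 SD from the plate mean, either direction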;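 note: B-score of the F/F0 ratio slope over 7 to 12 s after thallium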
Target sequence (P48048 whole entry, looked up): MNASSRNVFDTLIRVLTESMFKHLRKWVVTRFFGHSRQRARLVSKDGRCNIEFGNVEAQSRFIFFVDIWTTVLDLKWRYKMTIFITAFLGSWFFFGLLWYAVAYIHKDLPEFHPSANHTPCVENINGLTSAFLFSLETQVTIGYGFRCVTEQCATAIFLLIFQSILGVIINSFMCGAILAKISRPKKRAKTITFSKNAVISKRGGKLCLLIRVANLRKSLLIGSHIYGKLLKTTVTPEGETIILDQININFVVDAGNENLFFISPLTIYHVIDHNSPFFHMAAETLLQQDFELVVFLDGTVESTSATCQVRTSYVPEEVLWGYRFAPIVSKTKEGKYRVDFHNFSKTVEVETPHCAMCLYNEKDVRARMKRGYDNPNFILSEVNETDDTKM
bIAP act – increases bovine intestinal alkaline phosphatase activity | purified bovine IAP, CDP-star luminescence, 30 min; stronger effect = higher value; fold of DMSO-control signal, blank-subtracted | activation factor at 20 µM | 200,000 compounds, 0.17% hits;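 active = activation factor of 2 or more at 20 µM, a signal rise over negative controls twice the positive control's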
An asterisk follows results filed as active; · = no result given.

SMILES	PPARg SRC3 recr	PPARg SRC1 recr	TLR4-MyD88 BLA	Lmaj promast	SRC2 TRFRET art	DTT redox prof	S1P3 antag	bIAP inh	PPARg SRC-2 ag	ROMK mod	bIAP act
N/C(=N\OC(=O)Oc1ccccc1)c1ccc(Br)cc1	6	3	-4	-6	1510	1.1	·	2	6	·	1
CS(=O)(=O)N(CC(=O)N1CCc2ccccc2C1)c1ccc2c(c1)OCO2	1	6	-12	2	1590	-0.3	16	-4	4	·	1
CC1=NN(C(=O)COc2ccccc2C)C(O)(c2ccc(Cl)cc2)C1 (stereo not given)	1	0	-19	3	1570	0.4	-3	5	0	·	0.9
CN(C)S(=O)(=O)c1cccc(-c2cn3cccnc3n2)c1	-1	0	-24	-4	1436	-0.1	-23	4	-6	-0.39	1
Oc1ccc(/C=N/Nc2ccc3ccccc3c2)c(O)c1	1	6	-11	85*	1746	0.1	10	-7	6	-0.016	1.1
COc1ccc(N=Cc2c(O)n(-c3ccc(OC)cc3)c(=O)c3ccccc23)cc1	2	1	6	-3	1472	-0.2	-11	9	-6	0.32	0.9
O=C(N/N=C/c1ccc([N+](=O)[O-])cc1)c1c[nH]c2ccccc12	1	3	-10	3	1653	-1.8	-18	-14	2	-0.01	1.1
COC(=O)c1cc(NC(=O)CN(c2cccc(OC)c2)S(=O)(=O)c2ccccc2)ccc1Cl	3	9	1	33	1724	-0.2	6	5	4	·	0.9
CCNS(=O)(=O)c1ccc(CCC(=O)Nc2ccccc2)cc1	2	-1	-5	-3	1518	-0.4	-17	2	3	-0.38	1
O=C1C2C(C(=O)N1c1ccc3c(c1)OCO3)C1C=CC2C12CC2 (stereo not given)	-5	1	-15	-7	1464	2.2	·	12	-1	·	0.9
Cc1cccc2c(C(=O)O)cc(-c3cccnc3)nc12	0	-6	2	-3	1522	-0.8	-13	-2	2	-0.075	1
NC(=S)n1[nH]c(-c2ccc([N+](=O)[O-])cc2)c(N=Nc2cccc(Cl)c2)c1=O	-2	7	8	47	1526	-0.6	-5	-4	-6	-0.53	1
CC(CCc1ccccc1)NC(=O)CN1CCN(c2ccccc2)CC1 (stereo not given)	0	-1	-7	7	1649	0.5	5	-63	-3	-2.9*	1.6
CCNc1nnc(-c2ccccc2OC)s1	1	-5	-5	-4	1500	1.5	19	20	11	·	0.8
O=C(NCc1ccco1)c1ccc(COc2ccccc2Cl)cc1	10	3	-2	1	1724	-4.0	·	12	7	·	0.9
CCN(CC)C(=O)Cn1cc(C(=O)C(=O)NCC2COc3ccccc3O2)c2ccccc21 (stereo not given)	4	-2	-3	10	1383	-0.4	9	-3	-5	·	1
COc1cccc(Nc2nc(-c3cccc(N4C(=O)c5ccccc5C4=O)c3)cs2)c1	4	8	-2	2	1710	-4.6	·	16	7	·	0.8
CCOC(=O)C1CCCN(C(=O)c2cccc(NC(=O)C(CC)CC)c2)C1 (stereo not given)	3	3	-8	-2	1474	-0.3	-23	-6	-5	0.98	1.1
CCOC(=O)N1CCN(S(=O)(=O)c2ccc(C)c(C)c2C)CC1	-9	-8	0	-1	1433	2.9	7	8	-6	·	0.9
COc1ccc2c(c1)oc(=O)c1c3ccccc3[nH]c21	41*	48*	2	12	3710*	-2.0	11	-4	56*	0.0033	1
CCN(C(C)=O)c1ccc(Oc2nc(OC)cc(OC)n2)cc1	1	5	1	-8	1497	-1.7	-5	14	0	1.3	0.9
C=CCSc1nc2c(c(=O)[nH]c(=O)n2C)n1C/C=C(/C)Cl	2	6	5	-3	1462	0.2	29	4	10	-0.8	1
O=C(CCC(=O)OCc1ccc([N+](=O)[O-])cc1)Nc1ccccc1Cl	-1	-1	-20	-2	1784	0.2	2	-5	2	-0.24	1
CC(C)NC(=O)COc1cccc2ccccc12	1	-10	3	-1	1397	0.2	-10	-6	2	·	1.1
CCN(CC)C(=O)C12CC3CC(CC(Cl)(C3)C1)C2	2	6	-1	-3	1499	0.7	-5	36	-4	·	0.6
O=C1NC(c2cccc(Br)c2)=N/C1=C\c1ccco1	3	0	6	4	1535	-0.1	-8	0	10	-0.32	1
Cc1ccc(NC(=O)Cn2c(C)cc(C)c(C#N)c2=O)c(Cl)c1	1	2	-12	-4	1572	1.3	·	1	-2	-0.37	1
COc1ccc(C2CC2/C(=N/O)c2ccccc2)cc1 (stereo not given)	7	8	7	2	1867	-1.2	6	11	3	0.53	0.9
CCOC(=O)c1nnn(-c2nonc2N)c1CSc1ccccc1	-2	1	0	12	1594	0.5	·	31	10	-1.2	0.7
O=C(NCc1cccs1)C(=O)c1cn(CC(=O)N2CCCC2)c2ccccc12	2	9	6	-4	1633	-0.6	-2	-25	1	·	1.3
COc1cc(/C=C(\C#N)c2nc3ccccc3[nH]2)ccc1OC(=O)c1ccco1	1	-2	-9	13	1543	0.0	8	-5	1	-0.96	1
Nc1ccc(C(=O)c2cccs2)cc1[N+](=O)[O-]	8	0	9	1	1607	-0.4	2	14	11	0.13	0.9
COC(=O)c1ccc(C)c(NS(=O)(=O)c2ccc(OC)c(OC)c2)c1	-8	6	7	100*	1462	-3.8	·	-1	2	·	1
O=C(CSc1ccc(-c2ccncc2)nn1)c1ccc(Cl)cc1	2	-8	11	-1	1364	0.1	-3	8	-6	0.026	0.9
CN1C(=O)NC(c2ccccc2)C2=C1CN(CCc1ccccc1)C2=O (stereo not given)	-2	2	-20	-8	1551	1.9	·	-5	15	·	1
COc1ccc(C(=O)Oc2cccc(Nc3ncnc4ccccc34)c2)cc1OC	3	2	-9	2	1705	-0.3	-13	-25	11	-0.28	1.2
COc1ccc2nc(C)c(C(=O)NN)cc2c1	1	16	-13	-3	1507	-0.3	10	-6	5	-0.2	1.1
COc1cccc(NC(=O)C(c2ccccc2)N2CCCCC2)c1 (stereo not given)	-3	6	-3	17	1509	0.1	-13	-2	-1	-1.1	1
Cc1ccc(NS(=O)(=O)c2ccc(Br)s2)nc1	-1	2	-10	-6	1617	-0.7	3	-15	4	0.0092	1.2
CC(=O)Nc1ccccc1-c1nc2ccccc2nc1OCC(=O)c1ccc2ccccc2c1	18	6	9	-2	1577	-4.8	·	9	7	0.17	0.9
CCn1cnc2c1c(=O)n(Cc1nnc3n1-c1ccccc1SC3)c(=O)n2Cc1ccccc1	4	4	2	5	1348	-0.5	1	-19	7	·	1.2
O=C(O)CC(NC(=O)COc1ccc(Cl)cc1Cl)C(=O)O (stereo not given)	2	0	0	-11	1463	0.1	·	-7	4	0.29	1.1
O=C(Nc1cccc(Cl)c1)c1cccc(Oc2ccc([N+](=O)[O-])cc2Cl)c1	1	3	-15	98*	1634	1.2	-7	43	-2	·	0.6
CC1=Nc2ccccc2/C1=C\c1nc(-c2ccccc2)oc1O	2	4	-1	-1	1520	0.4	·	·	4	-1.5	0.5
COc1ccc(N2C(=O)/C(=C\c3ccco3)N=C2SCC(N)=O)cc1Cl	-5	4	6	51*	1490	-0.1	-22	10	1	0.0046	0.9
CCOC(=O)C1CCCN(C(=O)CCNS(=O)(=O)c2ccc3c(c2)CCC(=O)N3)C1 (stereo not given)	-5	1	-2	-1	1883	-1.4	5	8	10	·	0.9
COc1ccc(C(=O)NC2CCCc3ccccc32)cc1S(=O)(=O)N1CCOCC1 (stereo not given)	1	-1	-11	15	1511	-0.3	-25	-8	-13	0.07	1.1
COCCN(C(=O)c1csnn1)C(C(=O)NC1CCCCC1)c1sccc1C (stereo not given)	12	1	2	-3	1538	0.0	·	-2	7	-0.29	1
C/C(=N\Nc1ccc(C(=O)O)cc1)c1ccc(-n2ccnc2)cc1	3	1	-1	-10	1388	0.4	8	-5	3	0.61	1.1
COc1cccc(OC)c1CNC(=O)CCSCc1ccccc1F	2	0	6	-9	1399	-0.7	-10	14	6	0.077	0.9
NC(=O)CSc1nc(N)c2c3c(sc2n1)CCCCC3	1	8	0	2	1727	24	·	10	0	-1.2	0.9
CSc1ncccc1C(=O)OCC(=O)NC(N)=O	-3	-5	5	-3	1473	-0.8	·	10	0	0.39	0.9
CCNc1nc(Cl)nc(NCc2ccccc2)n1	5	-6	-2	-2	1533	-4.5	·	27	2	·	0.7
COc1ccc(C(c2nnnn2Cc2ccccc2)N2CCN(C(=O)c3ccco3)CC2)cc1OC (stereo not given)	0	6	-8	2	1610	0.8	12	-6	6	·	1.1
COC(=O)c1nc(NC(=O)c2ccccc2Br)n[nH]1	-2	2	4	2	1662	-2.3	6	-5	-5	1.1	1.1

Compound profiles (already shown). Values in the order: PPARg SRC3 recr | PPARg SRC1 recr | TLR4-MyD88 BLA | Lmaj promast | SRC2 TRFRET art | DTT redox prof | S1P3 antag | bIAP inh | PPARg SRC-2 ag | ROMK mod | bIAP act
COC(=O)c1nc(NC(=O)c2ccccc2Br)n[nH]1 in the list: -2 | 2 | 4 | 2 | 1662 | -2.3 | 6 | -5 | -5 | 1.1 | 1.1
O=C(Nc1cccc(Cl)c1)c1cccc(Oc2ccc([N+](=O)[O-])cc2Cl)c1 in the list: 1 | 3 | -15 | 98* | 1634 | 1.2 | -7 | 43 | -2 | · | 0.6

Already shown: an excerpt of the list.
SMILES	PPARg SRC3 recr	PPARg SRC1 recr	TLR4-MyD88 BLA	Lmaj promast	SRC2 TRFRET art	DTT redox prof	S1P3 antag	bIAP inh	PPARg SRC-2 ag	ROMK mod	bIAP act
CSc1ncccc1C(=O)OCC(=O)NC(N)=O	-3	-5	5	-3	1473	-0.8	·	10	0	0.39	0.9
CCNc1nc(Cl)nc(NCc2ccccc2)n1	5	-6	-2	-2	1533	-4.5	·	27	2	·	0.7
COc1ccc(C(c2nnnn2Cc2ccccc2)N2CCN(C(=O)c3ccco3)CC2)cc1OC (stereo not given)	0	6	-8	2	1610	0.8	12	-6	6	·	1.1
COC(=O)c1nc(NC(=O)c2ccccc2Br)n[nH]1	-2	2	4	2	1662	-2.3	6	-5	-5	1.1	1.1

6 compounds already listed, ordered by the value under TLR4-MyD88 BLA, high to low:
Molecule,PPARg SRC3 recr,PPARg SRC1 recr,TLR4-MyD88 BLA,DTT redox prof,S1P3 antag,bIAP inh,PPARg SRC-2 ag,ROMK mod,bIAP act
COc1cccc(OC)c1CNC(=O)CCSCc1ccccc1F,2,0,6,-0.7,-10,14,6,0.077,0.9
COC(=O)c1nc(NC(=O)c2ccccc2Br)n[nH]1,-2,2,4,-2.3,6,-5,-5,1.1,1.1
CCn1cnc2c1c(=O)n(Cc1nnc3n1-c1ccccc1SC3)c(=O)n2Cc1ccccc1,4,4,2,-0.5,1,-19,7,·,1.2
C/C(=N\Nc1ccc(C(=O)O)cc1)c1ccc(-n2ccnc2)cc1,3,1,-1,0.4,8,-5,3,0.61,1.1
CCNc1nc(Cl)nc(NCc2ccccc2)n1,5,-6,-2,-4.5,·,27,2,·,0.7
COc1ccc(C(=O)NC2CCCc3ccccc32)cc1S(=O)(=O)N1CCOCC1 (stereo not given),1,-1,-11,-0.3,-25,-8,-13,0.07,1.1
